S1P3 antag: S1P3 receptor antagonists, primary screen, cell-based | CHO S1P3 NFAT-BLA reporter, FRET fluorescence, antagonist mode | inhibition, % at 4.98 µM | Sphingosine 1-phosphate receptor 3 (Homo sapiens), Q99500 | 170,000 compounds, 0.27% hits;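 active = inhibition above the plate cutoff, the mean inhibition of test wells on that plate plus 3 SD, cut at about 28% in these data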;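 also: cells challenged with S1P at its EC80 of 0.8 µM; blue over green emission ratio from cleaved BLA substrate after 4 h stimulation; 0% = S1P-stimulated wells and 100% = unstimulated DMSO-only wells; some compounds past the cut are filed as inactive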
Target sequence (Q99500 whole entry, looked up): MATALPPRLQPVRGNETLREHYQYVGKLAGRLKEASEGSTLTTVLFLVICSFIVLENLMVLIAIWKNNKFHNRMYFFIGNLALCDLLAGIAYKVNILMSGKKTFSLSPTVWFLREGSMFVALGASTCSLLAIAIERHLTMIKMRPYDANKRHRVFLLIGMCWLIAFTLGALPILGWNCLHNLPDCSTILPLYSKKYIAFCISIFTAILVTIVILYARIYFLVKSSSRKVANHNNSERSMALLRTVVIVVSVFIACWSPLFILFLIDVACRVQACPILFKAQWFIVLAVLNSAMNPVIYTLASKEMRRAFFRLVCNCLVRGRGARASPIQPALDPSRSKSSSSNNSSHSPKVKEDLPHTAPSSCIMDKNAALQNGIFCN
STAT3 act: IL-6 driven STAT3 reporter potentiators, primary screen, U3A cells, luciferase, luminescence, MLSCN library. IL-6 STAT3-luciferase reporter; 100% = signal with IL-6 EC80 alone. activation (% of control), % at 5.6 µM. 190,000 compounds, 0.91% hits. AID 871, 2007;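 active = activation above the screen-wide mean of compound activation plus 3 SD, cut at about 130% in these data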;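 also: 0% = background luminescence of wells with medium and substrate only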
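Material: STAT3-luciferase reporter U3A cells. Controls: IL-6-treated wells, 100% activation. Read-out: % activation versus median of IL-6-stimulated wells. Probe or stimulus: IL-6 stimulus at 33 ng/mL final. Timing: compound 1 h, then IL-6 6 h at 37 °C. Signal: reporter luminescence signal.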
PPARg SRC-1 ag: PPARgamma agonists recruiting SRC-1 coactivator, primary screen, biochemical; AID 631, 2007; 200,000 compounds, 0.41% hits; Peroxisome proliferator-activated receptor gamma (Homo sapiens), P37231; activation, % at 8 µM; PPARgamma-SRC-1 coactivator recruitment biochemical assay; in the data active = activation above about 19%;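 also: 0% = DMSO and 100% = reference agonist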
Target sequence (P37231 whole entry, looked up): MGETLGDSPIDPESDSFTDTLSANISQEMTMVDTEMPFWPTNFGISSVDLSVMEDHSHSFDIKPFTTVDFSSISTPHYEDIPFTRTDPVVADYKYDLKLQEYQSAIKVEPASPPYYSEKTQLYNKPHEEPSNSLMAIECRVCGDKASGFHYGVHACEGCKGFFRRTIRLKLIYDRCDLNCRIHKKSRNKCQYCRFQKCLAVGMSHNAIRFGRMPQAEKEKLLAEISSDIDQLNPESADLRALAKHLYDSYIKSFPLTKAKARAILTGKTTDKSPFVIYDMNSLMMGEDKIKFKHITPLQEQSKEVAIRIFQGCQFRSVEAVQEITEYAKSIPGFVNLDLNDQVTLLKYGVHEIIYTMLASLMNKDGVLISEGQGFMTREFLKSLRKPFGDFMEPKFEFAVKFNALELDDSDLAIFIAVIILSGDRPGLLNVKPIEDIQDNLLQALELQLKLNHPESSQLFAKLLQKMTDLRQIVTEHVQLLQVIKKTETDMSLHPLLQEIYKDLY
STAT1 inh: STAT1 signaling inhibitors, primary screen, cell-based, HTS, luciferase reporter. NIH 3T3 STAT1-luciferase reporter, IFN-gamma, luminescence. inhibition, % at 5.5 µM. 200,000 compounds, 0.35% hits. AID 920, 2007;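 active = inhibition above a set limit, the mean inhibition across all tested compounds plus 3 SD, cut at about 34% in these data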;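 also: 0% = IFN-gamma with DMSO and 100% = IFN-gamma with 300 µM nifuroxazide; values of inactives mirror those of a sister screen read the other way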
ROMK mod: ROMK potassium channel modulators, primary screen, cell-based, thallium flux, MLSMR library; Tet-inducible ROMK, thallium flux fluorescence; actives lie on both sides; ATP-sensitive inward rectifier potassium channel 1 (Homo sapiens), P48048; B-score at 10 µM; 130,000 compounds, 2% hits;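 active = signal ratio slope over the read window, or its plate-corrected B-score, at least 3 SD from the plate mean, either direction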;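 also: B-score of the F/F0 ratio slope over 7 to 12 s after thallium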
RAM network inh: inhibitors of the yeast RAM network, primary screen, dse1pr::URA3 reporter, 5-FOA selection. 190,000 compounds, 1.8% hits. inhibition, % at 50 µM. S. cerevisiae dse1pr::URA3 reporter, 5-FOA growth OD615, 2 d; analog-sensitive cbk1-as2 kinase mutant strain;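 active = inhibition above a set limit, 3 SD over mean compound inhibition, cut at about 8.4% in these data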;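 also: 0% = DMSO-only wells with no growth and 100% = 10 µM 1-NA-PP1 full growth; inhibition rescues growth on 5-FOA so higher OD means more RAM inhibition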
PPARg SRC3 recr: PPARgamma agonists recruiting SRC-3 coactivator, primary screen, biochemical | 200,000 compounds, 0.26% hits | AID 731, 2007 | biochemical PPARgamma/SRC-3 coactivator recruitment assay | activation, % at 8 µM; in the data active = activation above about 23%;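 also: 0% = DMSO and 100% = reference agonist; some compounds past the cut are filed as inactive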
PPARg SRC-2 ag: agonists of PPARg-SRC-2 recruitment, primary screen, biochemical, HTS | 200,000 compounds, 0.34% hits | AID 1032, 2008 | PPARgamma LBD-SRC-2 recruitment | activation, % at 8 µM | Peroxisome proliferator-activated receptor gamma (Homo sapiens), P37231; in the data active = activation above about 22%;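 also: 0% = vehicle and 100% = reference agonist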
STAT3 blocker: IL-6 driven STAT3 reporter inhibitors, primary screen, U3A cells, luciferase, luminescence, MLSCN library | IL-6 STAT3-luciferase reporter; host cell line lacks STAT1 | inhibition, % at 5.5 µM | 190,000 compounds, 0.89% hits;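 active = inhibition above the mean inhibition across all screened compounds plus 3 SD, cut at about 44% in these data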;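 also: 0% = DMSO only wells and 100% = 100 µM nifuroxazide control wells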
TLR4-MyD88 BLA: inhibitors of TLR4-MyD88 association in cells, primary screen, cell-based, HeLa CL3-4, BLA complementation, FRET ratio | Toll-like receptor 4 (Homo sapiens) + Myeloid differentiation primary response protein … | HeLa CL3-4 TLR4/MyD88 BLA complementation | inhibition, % at 8.4 µM | 200,000 compounds, 0.18% hits; in the data active = inhibition above about 25%;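 also: 0% = vehicle and 100% = reference inhibitor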
TR-FRET SRC-2 ct: TR-FRET signal artefacts, primary screen, artefact control for PPARgamma SRC-2 agonist project, biochemical. AID 1049, 2008. TR-FRET ratio at 8 µM. 200,000 compounds, 0.4% hits. TR-FRET artefact counter-screen; hits give high values; in the data active = TR-FRET ratio above about 2000; also: inactives centre near 1500
* hit, by the source's call; . = not tested or not shown.

item	SMILES	S1P3 antag	STAT3 act	PPARg SRC-1 ag	STAT1 inh	ROMK mod	RAM network inh
1	O=C(O)Cn1c2ccccc2c2ccccc21	0	94	-3	-6	1.1	-0.4
2	Cc1ccc(C2(CC(=O)Nc3nccs3)CCOC(C(C)C)C2)cc1 (configuration not stated)	17	87	3	9	.	-0.6
3	COc1ccccc1CNCc1cccc(Oc2ccccc2)c1	9	102	6	2	-1.6	0.8
4	CC(C)Cc1nc(NCCN2CCOCC2)c(C#N)c2c1COC(C)(C)C2	.	110	3	-2	-0.04	2.0
5	Cc1ccc(Cl)cc1-c1ccc(/C=N/n2cnnc2)o1	-41	80	4	1	-2.1	-0.5
6	CCN(CC)C(=O)CSC1=C(C#N)C(c2ccco2)C(C(=O)OCCOC)=C(C)N1 (configuration not stated)	-5	106	7	-2	0.27	-0.4
7	Cc1ccc(S(=O)(=O)NC(Cc2ccccc2)C(=O)O)cc1 (configuration not stated)	-5	99	3	4	0.036	0.5
8	CCOC(=O)CCCn1nc(C)n2c(cc3sccc32)c1=O	1	83	-7	5	.	-0.9
9	COc1ccccc1-n1c(Cc2cccs2)n[nH]c1=S	-16	105	-4	-12	0.14	0.0
10	COC(=O)NNC(=O)Cc1cccc2ccccc12	-9	99	-1	-3	-0.18	1.2
11	O=C(CSc1cccc[n+]1[O-])Nc1cccc(Oc2ccccc2)c1	3	96	11	-7	0.25	0.4
12	COc1ccc(NC(=O)C2CCCN(S(=O)(=O)c3cccnc3)C2)cc1 (configuration not stated)	-10	93	-5	2	.	0.6

item	PPARg SRC3 recr	PPARg SRC-2 ag	STAT3 blocker	TLR4-MyD88 BLA	TR-FRET SRC-2 ct
1	6	2	9	-15	1525
2	2	-1	20	-2	1568
3	8	11	8	-14	1730
4	-2	1	-7	-7	1540
5	3	-5	25	14	1720
6	-3	-6	-3	-9	1453
7	1	-4	3	9	1700
8	-3	1	23	-15	1445
9	-1	2	-2	2	1457
10	4	-4	5	-3	1487
11	9	3	12	1	1412
12	-10	-3	18	-2	1556

Remaining list, next part:
item	SMILES	S1P3 antag	STAT3 act	PPARg SRC-1 ag	STAT1 inh	ROMK mod	RAM network inh
13	CC1CC(C)CN(Cc2nc(N)nc(Nc3ccc4ccccc4c3)n2)C1 (configuration not stated)	8	95	3	2	.	0.1
14	COC(=O)c1cc(OC)c(OC)cc1NC(=S)N1CCN(C)CC1	.	102	1	19	.	0.8
15	COc1ccc(CCNS(=O)(=O)c2ccc(F)cc2)cc1OC	-1	107	8	5	0.048	1.7
16	O=C(O)CCCC(=O)Nc1ccc(OCc2nc3ccccc3s2)cc1	8	136*	4	-17	0.42	4.2
17	CCOc1ccc(C2CC(=O)n3nc(C45CC6CC(CC(C6)C4)C5)nc3S2)cc1OC (configuration not stated)	.	111	-8	-2	.	2.4
18	Cc1ccc(C)c(-n2cc(CN3CCNC(=O)CC3)c(-c3ccccc3)n2)c1	2	102	5	1	0.0035	2.9
19	O=C(CNC1CCCCC1)NN=C(c1ccccc1)c1ccccc1	-8	94	-3	14	-1.1	0.8
20	COC(=O)c1[nH]c2c(c1C)C(=O)CC(c1ccc(C)cc1)C2 (configuration not stated)	.	93	3	12	-0.33	6.7
21	COc1cc(NCCCC(C)N)c2ncccc2c1 (configuration not stated)	-46	102	7	-4	-1.5	2.9
22	CC1(C)CC(=O)c2cn3ncnc3nc2C1	.	101	-6	-6	.	2.2
23	COc1ccc(C)cc1NC(=O)C(OC(=O)CNC(=O)c1ccc(Br)cc1)c1ccccc1 (configuration not stated)	11	96	10	13	0.0012	3.3
24	O=C1CCCc2c1cc(C(=O)Nc1ccc(Br)cn1)c(=O)n2-c1ccccc1	-34	93	2	-3	-0.01	1.8

item	PPARg SRC3 recr	PPARg SRC-2 ag	STAT3 blocker	TLR4-MyD88 BLA	TR-FRET SRC-2 ct
13	0	11	8	3	1351
14	8	7	3	-6	1580
15	-5	4	-4	2	1551
16	3	1	-36	-15	1853
17	11	-12	-3	-4	1492
18	2	-1	1	3	1596
19	5	-1	8	5	1535
20	6	11	9	-6	1680
21	3	3	1	7	1597
22	-1	2	3	2	1629
23	1	-3	3	4	1546
24	5	10	11	0	1631

Other compounds follow:
item	SMILES	S1P3 antag	STAT3 act	PPARg SRC-1 ag	STAT1 inh	ROMK mod	RAM network inh
25	COC(=O)C1C(=O)c2c([nH]c(C(=O)OC3CCCCC3)c2C)CC1C (configuration not stated)	-13	104	7	-26	.	3.2
26	COc1cc2c(cc1NC(=O)c1cc(-c3ccncc3)nc3ccc(C)cc13)oc1ccccc12	.	104	9	-2	.	2.2
27	O=C(Nc1ccn(Cc2c(F)c(F)c(F)c(F)c2F)n1)c1cccc(Cn2cc([N+](=O)[O-])cn2)c1	.	94	3	2	-0.66	2.8
28	CCCCOC(=O)Nc1ccccc1C(=O)N1CCCC1	-4	103	2	7	0.51	0.7
29	CCOc1ccc(C2NC(=O)C(C#N)=C(S)N2c2ccc(OC)cc2)cc1OC (configuration not stated)	.	110	0	1	.	0.7
30	COc1ccc(F)cc1C(=O)C1CCCN(C(=O)c2ocnc2C)C1 (configuration not stated)	-11	99	-6	-3	.	0.0
31	Cc1ccc(S(=O)(=O)N2CCCC(CCC(=O)NCc3ccccc3F)C2)s1 (configuration not stated)	-6	105	1	-6	-0.98	0.3
32	CS(=O)(=O)c1ccc(C(=O)NCc2ccc(F)cc2)cc1	-14	108	5	-4	0.5	1.3
33	O=C(c1ccccc1C(=O)N1CCN(c2ccccc2)CC1)N1CCN(c2ccccc2)CC1	-38	97	-2	4	.	2.3
34	COc1ccc(-c2nnc(SCC(=O)NC(C)c3ccccc3)o2)cc1OC (configuration not stated)	-6	106	7	3	.	1.1
35	CCc1cc2cccc(C)c2nc1SCC(=O)c1ccc(NC(C)=O)cc1	.	92	2	7	.	2.7
36	Cn1c(SCC2CCCO2)nnc1-c1ccncc1 (configuration not stated)	-27	103	-6	-4	.	0.3

item	PPARg SRC3 recr	PPARg SRC-2 ag	STAT3 blocker	TLR4-MyD88 BLA	TR-FRET SRC-2 ct
25	3	1	-5	-2	1635
26	9	7	3	10	1432
27	9	5	5	-3	1715
28	1	5	0	3	1581
29	4	-5	-9	-15	1514
30	0	1	4	7	1656
31	5	5	2	2	1519
32	2	8	0	-9	1638
33	12	13	6	-11	1368
34	4	2	0	-12	1496
35	8	8	12	-4	1656
36	2	5	2	-3	1387

Continued:
item	SMILES	S1P3 antag	STAT3 act	PPARg SRC-1 ag	STAT1 inh	ROMK mod	RAM network inh
37	Cc1cc(C)n(-c2ncc(C#N)cn2)n1	-16	103	7	5	1.3	4.2
38	CCN1CCC(NC(=O)Nc2ccccc2C(=O)OC)CC1	-24	94	-1	2	.	1.5
39	CSc1nnc(CSCc2ccc(Cl)cc2Cl)n1-c1ccccc1	.	100	-2	8	.	5.8
40	O=C(N/N=C/c1ccc2c(c1)OCO2)c1ccc(NS(=O)(=O)c2cccs2)cc1	-15	107	8	-12	-0.15	4.4
41	CN(C)c1ccc(/C=C(/C(=O)c2ccc(Cl)cc2Cl)n2cncn2)cc1	7	102	6	1	.	1.3
42	CCCCNS(=O)(=O)c1ccc2nc(SCC(=O)Nc3cccc(F)c3)[nH]c2c1	0	105	-6	-3	-1.3	-0.1
43	CCOC(=O)Cc1csc(NC(=O)CSc2nnc(-c3ccc(NS(=O)(=O)CC)cc3)o2)n1	.	95	9	6	0.045	.
44	Cc1ccc(S(=O)(=O)c2cc3c(=O)n4ccccc4nc3n(Cc3ccco3)c2=N)cc1C	32	98	8	-6	-0.85	0.9
45	CC(=O)c1cccc(NS(=O)(=O)c2ccc3c(c2)oc(=O)n3C)c1	-4	92	6	0	.	1.5
46	Cc1ccsc1CN1CC(=O)N(c2c(C)cccc2C)C1=S	-6	101	-9	3	-0.041	3.1
47	O=C(NC(=S)N(Cc1ccccc1)Cc1ccccc1)C1CCCCC1	.	98	7	24	0.16	6.0
48	COC1=C/C(=C/c2c(N)n3nc(-c4ccc(C)cc4)sc3nc2=O)C=CC1=O	-19	105	9	-19	-1.6	2.2

item	PPARg SRC3 recr	PPARg SRC-2 ag	STAT3 blocker	TLR4-MyD88 BLA	TR-FRET SRC-2 ct
37	1	1	4	11	1791
38	0	1	7	-3	1540
39	3	-1	5	7	1628
40	4	-2	0	-10	1488
41	7	3	-4	6	1581
42	1	3	3	-6	1612
43	4	10	9	2	1816
44	14	4	11	-13	1516
45	6	2	15	0	1745
46	5	-3	0	-19	1516
47	5	3	10	3	1645
48	8	5	-2	3	1707

Following part
item	SMILES	S1P3 antag	STAT3 act	PPARg SRC-1 ag	STAT1 inh	ROMK mod	RAM network inh
49	Cc1onc(-c2ccccc2Cl)c1C(=O)Nc1ccc(S(=O)(=O)N2CCCC2)cc1	-16	108	-2	2	.	4.3
50	O=C(Nc1nc2cc3c(cc2s1)OCCO3)c1cccc(N2C(=O)CCC2=O)c1	-8	.	5	-13	.	7.5
51	Cc1ccc2cccc(N=Cc3c(C)[nH]n(-c4ccccc4)c3=O)c2n1	-4	137*	4	-5	.	-0.5
52	CC(=O)CN1Cc2ccccc2/C1=N\C(=O)Nc1ccccc1	5	89	4	4	.	0.9

item	PPARg SRC3 recr	PPARg SRC-2 ag	STAT3 blocker	TLR4-MyD88 BLA	TR-FRET SRC-2 ct
49	0	4	-1	-6	1577
50	1	-3	.	2	1477
51	1	-1	-51	-11	1453
52	-3	5	18	6	1427

An excerpt of these results, in transposed form:
7	Cc1ccc(S(=O)(=O)NC(Cc2ccccc2)C(=O)O)cc1 (configuration not stated)
8	CCOC(=O)CCCn1nc(C)n2c(cc3sccc32)c1=O
9	COc1ccccc1-n1c(Cc2cccs2)n[nH]c1=S
10	COC(=O)NNC(=O)Cc1cccc2ccccc12
assay / entry | 7 | 8 | 9 | 10
S1P3 antag | -5 | 1 | -16 | -9
STAT3 act | 99 | 83 | 105 | 99
PPARg SRC-1 ag | 3 | -7 | -4 | -1
STAT1 inh | 4 | 5 | -12 | -3
ROMK mod | 0.036 | . | 0.14 | -0.18
RAM network inh | 0.5 | -0.9 | 0.0 | 1.2
PPARg SRC3 recr | 1 | -3 | -1 | 4
PPARg SRC-2 ag | -4 | 1 | 2 | -4
STAT3 blocker | 3 | 23 | -2 | 5
TLR4-MyD88 BLA | 9 | -15 | 2 | -3
TR-FRET SRC-2 ct | 1700 | 1445 | 1457 | 1487

Compound activity: PubChem, several laboratories
